Screening data (PubChem)
Y pestis TopoI – Yersinia pestis topoisomerase I inhibitors, primary screen, biochemical, cleavage product accumulation, plate reader, single point | DNA topoisomerase I (Yersinia pestis CO92) | Y. pestis Topo-I cleavage product accumulation | 360,000 tested, 0.064% active | activity, % at 10 µM | AID 504884, 2011; in the data active = activity above about 50%, passing the limit was not always enough; inconclusive = no clear call, values can overlap the other calls; note: inactives centre near 2
PrPC surface inh – inhibitors of human cell surface prion protein PrPC, primary screen, cell-based, TR-FRET; inhibition, % at 13.8 µM; AID 720596, 2013; Major prion protein (Homo sapiens), P04156; TR-FRET read-out; 370,000 tested, 0.43% active; in the data active = inhibition above about 24%; note: 0% = median of the test wells and 100% = reference compound wells
Anthrax LF prot – Bacillus anthracis LF protease inhibitors, primary screen, biochemical, multiplex microsphere, MLPCN library | Lethal factor (Bacillus anthracis), P15917 | multiplex microsphere protease cleavage assay | inhibition, % at 10 µM | 360,000 tested, 0.12% active; note: plate controls were buffer without enzyme for full effect and enzyme alone for no effect
Target sequence (P15917 whole entry, looked up): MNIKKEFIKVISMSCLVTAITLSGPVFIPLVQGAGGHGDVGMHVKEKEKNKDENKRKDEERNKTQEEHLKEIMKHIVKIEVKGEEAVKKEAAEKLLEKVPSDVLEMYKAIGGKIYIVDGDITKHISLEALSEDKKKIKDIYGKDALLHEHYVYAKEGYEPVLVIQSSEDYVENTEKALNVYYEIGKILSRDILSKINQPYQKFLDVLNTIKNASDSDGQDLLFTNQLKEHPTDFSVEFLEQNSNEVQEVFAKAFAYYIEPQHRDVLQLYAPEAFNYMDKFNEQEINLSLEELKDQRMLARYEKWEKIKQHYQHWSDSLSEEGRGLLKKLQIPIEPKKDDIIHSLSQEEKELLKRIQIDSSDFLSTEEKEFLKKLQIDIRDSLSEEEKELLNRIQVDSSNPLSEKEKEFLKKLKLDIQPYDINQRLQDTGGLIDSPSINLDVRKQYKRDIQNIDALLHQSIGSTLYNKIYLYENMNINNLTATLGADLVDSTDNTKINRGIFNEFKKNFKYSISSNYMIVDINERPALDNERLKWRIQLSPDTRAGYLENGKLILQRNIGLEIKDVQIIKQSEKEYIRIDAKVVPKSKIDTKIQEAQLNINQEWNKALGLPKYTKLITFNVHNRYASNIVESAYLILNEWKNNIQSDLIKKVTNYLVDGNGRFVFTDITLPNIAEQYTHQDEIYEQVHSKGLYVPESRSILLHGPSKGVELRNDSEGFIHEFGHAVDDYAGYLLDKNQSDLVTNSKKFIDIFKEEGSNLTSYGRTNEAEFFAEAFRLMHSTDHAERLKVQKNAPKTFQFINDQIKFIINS
BoNT-A LC inh2 – BoNT/A light chain protease inhibitors, primary screen, biochemical, flow cytometry, MLPCN library | Botulinum neurotoxin type A light chain protease (Clostridium botulinum A str. ATCC 3502) | multiplex microsphere protease substrate cleavage | inhibition, % at 10 µM | 360,000 tested, 0.17% active | AID 588499, 2011; note: plate controls were buffer without enzyme for full effect and enzyme alone for no effect
PfHsp40 yeast – rescue of yeast from PfHsp40 toxicity, primary screen, S. cerevisiae, ATP luminescence; growth rescue, % at 12.5 µM; S. cerevisiae expressing PfHsp40, growth rescue; 340,000 tested, 0.68% active; in the data active = growth rescue above about 28%, passing the limit was not always enough; inconclusive = no clear call, values can overlap the other calls;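 note: yeast W303a lacking pdr1 and pdr3 grown in galactose medium; growth measured after three days at 30 °C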
FadD28 binding – inhibitors of FadD28 bisubstrate probe binding, primary screen, biochemical, fluorescence polarization, single point; Mycobacterium tuberculosis FadD28 fatty-acid-AMP ligase; inhibition, % at 12.5 µM; 360,000 tested, 0.22% active; in the data active = inhibition above about 8.5%, passing the limit was not always enough; inconclusive = no clear call, values can overlap the other calls
CCHF vOTU inh – CCHFV vOTU protease inhibitors, primary screen, biochemical, Pep-AMC substrate, fluorescence | Crimean-Congo hemorrhagic fever virus L polyprotein viral ovarian tumor (vOTU) protease … | inhibition, % at 11.5 µM | 370,000 tested, 0.55% active | AID 651958, 2012; in the data active = inhibition above about 30%; note: 0% = vehicle wells with enzyme and 100% = no enzyme wells
BoNT F protease – BoNT/F light chain protease inhibitors, primary screen, biochemical, flow cytometry, MLPCN library. 360,000 tested, 0.22% active. Botulinum neurotoxin type F light chain protease (Clostridium botulinum). inhibition, % at 10 µM. Multiplex microsphere protease cleavage assay; in the data active = inhibition above about 35%, passing the limit was not always enough; inconclusive = no clear call, values can overlap the other calls; note: plate controls were buffer without enzyme for full effect and enzyme alone for no effect
TcdB inh – TcdB glycohydrolase inhibitors, primary screen, biochemical, single point, plate reader | Toxin B (Clostridioides difficile), P18177 | TcdB glycohydrolase enzymatic assay | inhibition, % at 9.99 µM | 350,000 tested, 0.24% active; in the data active = inhibition above about 10%
Numbers without * were called inactive; u = inconclusive; x = no result given; & = joins results of further samples. Cut-off read from the data, not from the text of the source, unless noted: active = inhibition above about 30%; inconclusive = no clear call, values can overlap the other calls; inactive = below that.

SMILES | Y pestis TopoI | PrPC surface inh | Anthrax LF prot | BoNT-A LC inh2 | PfHsp40 yeast | FadD28 binding | CCHF vOTU inh | BoNT F protease | TcdB inh
Cc1ccnc(N2CCCC(C(=O)Nc3cccc(C)c3C)C2)n1 (configuration not stated) | 2 | 4 | 17 | -0.3 | -0.9 | -2.7 | -6 | 3 | -0.1
CCc1ccc(NC(=O)N(CCN2CCOCC2)C2CCN(C(C)=O)CC2)cc1 | -1 | -4 | -6 | 0.1 | -0.2 | 0.6 | -4 | -4 | x
Cc1ccc2cc(CNC(C)(C)C)c(=O)[nH]c2c1 | 4 | 2 | 6 | -0.5 | -1.3 | -0.7 | 3 | 8 | x
C#Cc1ccc([C@H]2C=C(C(=O)NCc3ccccc3)O[C@@H](OCC)[C@@H]2CCCO)cc1 | -6 | -1 | -1 | 0.0 | -0.1 | 0.3 | 10 | -1 | -0.1&2.3
COC(C[C@@H]1O[C@@H]1[C@@H](O)[C@H](C)OCc1ccccc1)OC | -4 | 7 | -6 | -0.4 | -1.2 | 0.2 | 9 | -2 | 1.9
CCc1ccc(-c2cc(C)no2)cc1S(=O)(=O)NC(C)Cc1ccco1 (configuration not stated) | 16 | 4 | -5 | 0.0 | -0.7 | -4.8 | 19 | 3 | 0.5
O=C(c1ccccc1)c1ccc(OCC(O)CN2CCCCC2)cc1 (configuration not stated) | 5 | -4 | -3 | -1.1 | 1.1 | -3.1 | 5 | 6 | x
Cc1ccc(S(=O)(=O)Nc2cccc(Cl)c2)cc1NC(=O)C1CC1 | 12 | 3 | 1 | 0.3 | 0.4 | -3.8 | 10 | 2 | 1.5
C/C(CC(=O)NC1CCCCC1)=N\NC(=O)c1ccccn1 | -1 | 1 | 0 | -0.9 | -2.0 | -1.0 | -6 | -5 | -0.2
c1ccc(CCN2CCN(c3ncnc4c3cnn4-c3ccccc3)CC2)cc1 | 23 | 2 | -6 | -1.7 | 0.4 | -4.0 | 2 | -4 | x
O=C(CCNC(=O)c1ccc([N+](=O)[O-])cc1)Nc1ccccc1N1CCCC1 | -5 | -18 | -2 | 2.5 | 0.4 | -0.1 | 7 | -5 | -2.7
C=CC[C@@H](CC(=O)N[C@H](CO)Cc1ccccc1)C(=O)NC[C@@H](OC(=O)[C@@H](CC=C)Cc1ccc(F)cc1)c1ccccc1 | 26 | -6 | -1 | -0.1 | -1.1 | -0.7 | 13 | -2 | 0.5
CN(Cc1ccccc1)C(=O)c1cccc(NC(=O)Cc2ccc(NC(=O)C3CCCN(C(=O)C4CCCCC4)C3)cc2)c1 (configuration not stated) | 11 | 1 | 1 | -0.8 | 0.2 | -0.8 | 3 | -6 | 0.0
COc1ccc(NC(=O)CSc2nnc(C)s2)cc1S(=O)(=O)N1CCOCC1 | 4 | -1 | 0 | 0.1 | -0.2 | -3.2 | 10 | 5 | 2.3
O=C(/C=C/c1ccco1)Nc1cccc2cccnc12 | -3 | 0 | 0 | 2.0 | 0.4 | 0.7 | 8 | -6 | -0.1
C/C(Cl)=C\CSc1nnc2n(N)c(=O)c3ccccc3n12 | 1 | 0 | -4 | -4.1 | -0.2 | -2.1 | 5 | 12 | -0.3
C/C(CC1CC(COCC(C)C)OC1=O)=N\Nc1nc(-c2ccccc2)cs1 (configuration not stated) | 2 | -9 | -6 | 1.7 | 0.2 | 1.7 | -12 | -17 | x
CCOC(=O)c1ccc(NS(=O)(=O)c2c(C)[nH]c(C)c2C(=O)N2CCCCC2)cc1 | -2 | -2 | -2 | 1.6 | 0.1 | 0.5 | 10 | 15 | 1.6
CC/C(=N\NC(=O)c1ccccc1Cl)c1ccc(Br)s1 | 5 | -3 | -1 | -0.5 | -0.6 | -2.7 | 8 | -1 | 0.5
CCN1CCN(Cc2ccc(NC(=O)c3ccc(C)c(NC(=O)N4CCNC4=O)c3)cc2C(F)(F)F)CC1 | -3&5&-4 | -3&3 | -5&2&-7 | -0.3&-0.4&-0.5 | 0.2&-1.7 | -1.8&-2.3&-1.7 | -1&3 | 1&-2&-5 | 2.0&-4.8
CCCOP(=O)(c1ccc(N(C)C)cc1)C(Nc1ccccc1)c1ccc(N(C)C)cc1 (configuration not stated) | 25 | 3 | -2 | -0.4 | -0.9 | -2.3 | 8 | -2 | 5.2
COc1cc(C2SCC(=O)N2Cc2ccccc2)ccc1O (configuration not stated) | -6 | -2 | 2 | -2.8 | x | 0.3 | 8 | -2 | 2.7
COc1ccc2ccccc2c1/C=N/NC(=O)c1cccc(C)c1 | 9 | -1 | 7 | 0.2 | 0.7 | -4.4 | 12 | u | 0.3
COc1ccc(CCNC(C)CCc2ccc(OC)cc2)cc1 (configuration not stated) | 6 | 2 | -4 | -0.7 | 1.0 | -2.1 | -3 | -9 | -0.2
O=C(CSCc1c(Cl)cccc1Cl)N1CCOCC1 | -1 | -7 | 0 | 0.7 | -0.8 | -3.4 | -14 | 4 | 1.6
Continued:
SMILES | Y pestis TopoI | PrPC surface inh | Anthrax LF prot | BoNT-A LC inh2 | PfHsp40 yeast | FadD28 binding | CCHF vOTU inh | BoNT F protease | TcdB inh
Cc1ccc(-c2ccnc3nc(Sc4ncc(C(F)(F)F)cc4Cl)nn23)cc1 | -10 | 1 | -3 | 0.0 | 1.0 | 0.5 | -1 | 0 | x
O=[N+]([O-])c1cc2c(cc1CN1CCN(CCOCCO)CC1)OCO2 | -7 | -6 | 6 | -2.5 | 2.5 | 3.0 | -4 | u | -0.2
CCCCNC(=O)c1nc(C2CCN(S(=O)(=O)c3ccc(F)c(F)c3)CC2)oc1-c1ccccc1 | x | 4 | -5 | 0.0 | x | -0.5 | 5 | -4 | 0.8
O=C(OCc1cn([C@H]2CN(CC3CCCCC3)[C@@H](c3ccc(Cl)cc3)C[C@@H]2O)nn1)c1ccccc1 | 18 | -2 | -3 | 0.0 | x | -0.6 | 9 | -1 | 0.4
COc1ccc(C)cc1Nc1n[n+](-c2ccccc2)c(-c2ccc(C(=O)O)cc2)s1 | 3 | 1 | 0 | 0.7 | 1.0 | -0.8 | 3 | -3 | 0.0
CSc1nc(-c2ccc(Cl)cc2)c(C#N)c(=O)[nH]1 | 6 | 7 | -1 | 0.0 | -1.1 | -3.9 | 3 | 1 | 2.7
CCOC(=O)c1c(C)[nH]c(C)c1C(=O)CSc1nnc(-c2ccncc2)n1Cc1ccccc1 | 17 | -5 | -3 | -0.6 | 1.0 | -0.9 | -8 | -8 | x
COc1ccc(Br)c(C(=O)OCC(=O)NC(=O)NC2CCCC2)c1 | 29 | -4 | -1 | -2.7 | 6.2 | -4.4 | 11 | u | -0.1
O=C(NCCCn1ccnc1)c1nn2c(C(F)(F)F)cc(-c3ccc(Br)cc3)nc2c1Cl | 3 | -13 | -1 | 0.8 | -0.9 | -1.3 | -5 | 7 | 1.4
Cc1nc(C(N)=O)nc2ccccc12 | 3 | -9 | 3 | -0.3 | 1.3 | 0.0 | -6 | 3 | 1.1
Cc1ccc(C(=O)N2CCN(C/C=C/c3ccccc3)CC2)cc1S(=O)(=O)N1CCOCC1 | 19 | 1 | -4 | -0.5 | 0.1 | 0.3 | -6 | -6 | 0.6
O=C(N/N=C/c1c(O)ccc2ccccc12)c1[nH]ncc1Br | -16 | 3 | -1 | 1.8 | 13 | -16 | 6 | -8 | 0.5
COc1cc(S(=O)(=O)Nc2cccnc2)ccc1F | 3 | -5 | 3 | 1.3 | 0.3 | 2.5 | -1 | -6 | x
Cc1ccc2oc(C(=O)NCc3ccc(S(N)(=O)=O)cc3)cc(=O)c2c1 | 2 | -12 | -11 | 0.8 | -0.1 | 0.1 | 1 | -13 | 0.8
O=C(Nc1ccccc1)c1cc(C2COCCN2C(=O)C2CC2)on1 (configuration not stated) | 4 | -4 | 3 | -0.3 | x | -0.8 | -7 | -2 | 2.2
Cc1nn(-c2ccccc2)nc1C(N)=O | 7 | -6 | -19 | 1.4 | -0.4 | -1.1 | 1 | u | -0.4
CC(C)C(OC(=O)CN1C(=O)c2ccccc2C1=O)C(=O)NC1CCCCC1 (configuration not stated) | 3 | 0 | -14 | -5.0 | 0.3 | -1.3 | 0 | -8 | 1.1
CCOC(=O)c1c(NC(=O)CSc2nnc(-c3ccccc3)o2)sc(C(C)=O)c1C | 26 | 12 | -5 | 1.1 | 8.9 | -0.6 | 0 | -13 | 5.3
NC(=O)c1cc(-c2ccccc2)sc1NC(=O)Cc1ccc(S(=O)(=O)N2CCOCC2)s1 | -7 | 0 | 4 | 1.5 | -0.3 | -1.2 | 13 | -17 | x
Cc1cc(C(=O)NCc2ccco2)sc1C | 5 | 0 | -4 | 0.2 | -1.1 | -3.5 | -5 | 0 | -1.2
CC(NC(=O)C1CCC(CNC(=O)[C@@H]2Cc3ccccc3CN2)CC1)c1ccccc1 (some centres not stated) | -2 | 4 | -1 | 1.9 | -0.4 | 0.0 | 9 | 12 | 4.3
Cc1ccc(NC(=O)/C(Cl)=C\c2ccccc2)cc1 | 8 | 4 | -6 | -0.3 | 0.7 | -1.4 | 16 | 0 | -0.2
Cc1ccc(C2CC(=O)C=C(NCC(C)C)C2)cc1 (configuration not stated) | -3 | -1 | 1 | 0.0 | 0.4 | -0.8 | 8 | 1 | -0.2
Cc1cccc2cc3c(NC(=O)c4ccccn4)nn(C)c3nc12 | 3 | -6 | 1 | 2.6 | -1.0 | -1.8 | -2 | -17 | x

Reformatted field by field: part of the list above
COc1ccc(CCNC(C)CCc2ccc(OC)cc2)cc1 (configuration not stated)
  Y pestis TopoI = 6	PrPC surface inh = 2	Anthrax LF prot = -4	BoNT-A LC inh2 = -0.7	PfHsp40 yeast = 1.0	FadD28 binding = -2.1	CCHF vOTU inh = -3	BoNT F protease = -9	TcdB inh = -0.2
O=C(CSCc1c(Cl)cccc1Cl)N1CCOCC1
  Y pestis TopoI = -1	PrPC surface inh = -7	Anthrax LF prot = 0	BoNT-A LC inh2 = 0.7	PfHsp40 yeast = -0.8	FadD28 binding = -3.4	CCHF vOTU inh = -14	BoNT F protease = 4	TcdB inh = 1.6
Cc1ccc(-c2ccnc3nc(Sc4ncc(C(F)(F)F)cc4Cl)nn23)cc1
  Y pestis TopoI = -10	PrPC surface inh = 1	Anthrax LF prot = -3	BoNT-A LC inh2 = 0.0	PfHsp40 yeast = 1.0	FadD28 binding = 0.5	CCHF vOTU inh = -1	BoNT F protease = 0	TcdB inh = x

In the list so far, these have a CF3 group.
SMILES | Y pestis TopoI | PrPC surface inh | Anthrax LF prot | BoNT-A LC inh2 | PfHsp40 yeast | FadD28 binding | CCHF vOTU inh | BoNT F protease | TcdB inh
CCN1CCN(Cc2ccc(NC(=O)c3ccc(C)c(NC(=O)N4CCNC4=O)c3)cc2C(F)(F)F)CC1 | -3&5&-4 | -3&3 | -5&2&-7 | -0.3&-0.4&-0.5 | 0.2&-1.7 | -1.8&-2.3&-1.7 | -1&3 | 1&-2&-5 | 2.0&-4.8
Cc1ccc(-c2ccnc3nc(Sc4ncc(C(F)(F)F)cc4Cl)nn23)cc1 | -10 | 1 | -3 | 0.0 | 1.0 | 0.5 | -1 | 0 | x
O=C(NCCCn1ccnc1)c1nn2c(C(F)(F)F)cc(-c3ccc(Br)cc3)nc2c1Cl | 3 | -13 | -1 | 0.8 | -0.9 | -1.3 | -5 | 7 | 1.4

Profiles, quoted from the list. Order of values: Y pestis TopoI, PrPC surface inh, Anthrax LF prot, BoNT-A LC inh2, PfHsp40 yeast, FadD28 binding, CCHF vOTU inh, BoNT F protease, TcdB inh
Cc1cccc2cc3c(NC(=O)c4ccccn4)nn(C)c3nc12 as listed: 3, -6, 1, 2.6, -1.0, -1.8, -2, -17, x
COc1ccc(Br)c(C(=O)OCC(=O)NC(=O)NC2CCCC2)c1 as listed: 29, -4, -1, -2.7, 6.2, -4.4, 11, u, -0.1
